KDM5B inh = KDM5B demethylase inhibition. Potency, µM (doses to about 57.7 µM), for inactives: at the top dose activity change, negative = inhibition, hits mostly inhibitors. 220,000 compounds, 2.6% hits. Q9UGL1. KDM5B demethylase, FDH-coupled NADH fluorescence (FDH is formaldehyde dehydrogenase); active = well fitted inhibition curve with a large enough effect; inconclusive = small, poorly fitted or top-dose-only effect; inactive = no such curve, though single readings can be large or run the other way; also: 0% is about no effect; nearly all actives have a fitted effect of over 70% in size
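Here, H3K4me3 peptide (12.5 µM in substrate mix) is demethylated by KDM5BΔAP, 200 nM final, after 10 min compound exposure. Formaldehyde product is coupled through FDH (0.25 U/mL in mix) to NADH fluorescence; 30-min ΔRFU feeds dose-response curves.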
* marks the source's active call; other numbers are inactive results; ? = inconclusive; [ ] = dose if it differs, or a comment. Potency is read from the fitted curve at half-maximal effect. The list is partial, so the mix of outcomes need not match the whole.

molecule	KDM5B inh
CN(C)CC(=O)N1CCC2(C1)CN(C)c1ccc(C(=O)NCc3cccs3)cc12 (centres undefined)	40µM*
O=S(=O)(Nc1ccc(-c2ccc(N3CCOCC3)nn2)cc1)c1ccc(C(F)(F)F)cc1	-12%
Fc1ccc(-c2cn[nH]c2C2CCCNC2)cc1 (centres undefined)	-7%
O=C(c1cccc(F)c1)N1CCCC(c2nc(C3CCOCC3)no2)C1 (centres undefined)	2%
Cc1ccc2c(COC(=O)CCc3ccc4c(c3)OCO4)cc(=O)oc2c1	11%
O=C1CCCC2=C1C(c1ccsc1)CC(=O)N2c1ccccc1C(F)(F)F (centres undefined)	28%
CC(NC(=O)CN(c1ccc(Cl)cc1Cl)S(=O)(=O)c1ccccc1)c1ccccc1 (centres undefined)	-22%
CN(C)CCN(C)[C@@H]1[C@H](O)[C@H](CO)O[C@@H]1CNC(=O)c1cccs1	-24%[86.2 µM]
Cn1c(Oc2ccc(Cl)cc2)nc2c1c(=O)n(Cc1ccc(F)cc1)c(=O)n2C	12%
Cn1c(SCC(=O)Nc2nncs2)nnc1C1CC1	-17%
C#CCNC(=O)c1cc(-c2cccc(C(F)(F)F)c2)c2nncn2n1	?
Cc1ccc(OCC(=O)N2CCC3(CC2)N=C(c2ccc(C)cc2)NO3)cc1	5%
CCS(=O)(=O)Nc1cccc(C2=NN(S(=O)(=O)c3ccccc3)C(c3ccccc3C)C2)c1 (centres undefined)	-15%
O[C@H](COc1cccc(Cl)c1)CN1CCC(C(O)(c2ccccc2)c2ccccc2)CC1	6%
O=C(CCc1c[nH]c2ccccc12)NCCSC(F)(F)F	10%
CCc1ccc(NC(=O)c2cc(-c3cccs3)on2)cc1	?
Cc1ccc(N(CC(=O)NCc2ccco2)C(=O)CNS(=O)(=O)c2ccccc2)c(C)c1	-15%
COc1ccc(CNc2ncnc3c2CN(C2CCCNCC2)C(=O)CN3C)cc1OC (centres undefined)	?
CC1(C)CC(NC(=O)/C=C/C(=O)NC2CC(C)(C)NC(C)(C)C2)CC(C)(C)N1	5%
COc1ccc(CC(=O)N2[C@@H]3CC[C@H]2CC(NC(=O)c2ccncc2)C3)cc1Cl (some centres undefined)	-9%

Entries listed above printed as active in KDM5B inh:
molecule	KDM5B inh
CN(C)CC(=O)N1CCC2(C1)CN(C)c1ccc(C(=O)NCc3cccs3)cc12 (centres undefined)	40µM*

Next part.
molecule	KDM5B inh
CC(=O)N1CCCC(c2nnc3n2CCNC3)C1 (centres undefined)	79µM*
Cc1nnc(-c2cc(-c3ccsc3)ccn2)n1C(C)C	-25%[115 µM]
O=C(COc1ccc2c(=O)c(-c3ccc(Cl)cc3)coc2c1)Nc1nccs1	10%
COc1ccc(-c2cc(=O)oc3cc(OC(C)C(=O)O)ccc23)cc1 (centres undefined)	-12%
CC(Oc1ccccc1)C(=O)N1CCOCCNC(=O)CC1 (centres undefined)	-19%
Cc1cccc(NC(=O)Cn2c(C(F)(F)F)nc3ccccc32)c1C	-34%
Cc1nc(NC(=O)c2ccncc2)sc1C(=O)N(C)C	-4%
Cc1ccc(CN2C[C@@H](NC(=O)c3cccnc3)C[C@H]2CO)o1	?
COC(=O)[C@H]1CCCN1C(=O)[C@@H]1C[C@H](NC(=O)NC2CCCCC2)CN1C(=O)CSC	15%
CN(C)/C=N/NC(=O)c1ccccc1Cl	9%
CC(=O)N1CC2(CCCN2Cc2cccc(C(N)=O)c2)Cc2ccccc21 (centres undefined)	?
Cc1ccc(NC(=O)Nc2cccnc2)cc1Cl	-20%
CCc1ccccc1NC(=O)c1cc(S(=O)(=O)N2CCCC2)cn1C	0%
COC[C@@H]1CN(C(=O)c2cccc(C#N)c2)C[C@H]1c1nc(C2CC2)no1	-4%
CCOCc1nc(C2CCCN(C(=O)c3cccc(F)c3)C2)no1 (centres undefined)	-7%
COCCCNC1CS(=O)(=O)CC1O (centres undefined)	11%
Nc1nccnc1C(=O)NCc1ccc(NC(=O)c2ccco2)cc1	?
CCOC(=O)c1ccc(Nc2c(OCC)c(=O)c2=O)cc1	28%
Cc1ccccc1Cn1cc(CN2[C@H](C)COc3cc(Br)ccc3S2(=O)=O)nn1	22%
CN(C)CCCNc1nc(-c2ccc(Cl)cc2)c(CC(=O)O)s1	7%
CC(=O)c1cc(CN2CCC(n3nccc3NC(=O)Cc3ccccc3)CC2)cs1	16%
CCn1ccc(C(=O)N2CCC(c3noc(-c4cnccn4)n3)C2)n1 (centres undefined)	4%
Cc1ccc(NC(=S)NC(=O)C2CCCC2)cc1C	-14%
O=C(c1cccc(C(F)(F)F)c1)N1CC2CC(C1)[C@H]1CCCC(=O)N1C2 (some centres undefined)	-9%
COc1ccc(Cn2c(C(=O)O)c(CNCc3ccc(SC)cc3)c3ccc(OC)cc32)cc1	?
CCN(c1ncnc2c1c(-c1ccccc1)cn2-c1ccccc1)C1CCCCC1	-6%
CCN1CCN(c2ccc(C(=O)OC)cc2NC(=O)COc2ccc(C(C)(C)C)cc2)CC1	?
Cc1cccc(C(C)C)c1NC(=O)COc1ccc(C(=O)Nn2c(C)ccc2C)cc1	-17%
Cc1cc(C)nc(NC(=O)c2ccc(Cl)c([N+](=O)[O-])c2)n1	2%
O=C(c1ccccc1)C1CCN(C(=O)/C=C/c2ccc(F)cc2)CC1	-9%
COc1ccc(-c2ccc(NS(=O)(=O)c3cccc(C)c3)cc2)nn1	-2%
COc1cccc(N2C(=O)NC(=NC3CCCCC3)C23CCN(Cc2cccn2C)C3)c1 (centres undefined)	-27%[115 µM]
COc1cccc(CNC(=O)[C@@H]2C[C@@H](O)CN2C2CCN(C(=O)c3ccc(OC)c(F)c3)CC2)c1	-4%
COc1ccc(-c2nc(C3CC(=O)N(c4ccc(F)c(Cl)c4)C3)no2)c(C)c1 (centres undefined)	?
Cc1c(C(=O)N(Cc2cccc(OCC3CCOC3)c2)Cc2ccccn2)[nH]c2ccc(Cl)cc12 (centres undefined)	10%
CCOC(=O)c1cnc2c(OC)cccc2c1Oc1ccccc1	?
O=C1Nc2ccccc2CNC12CCN(CC1CCNC1)CC2 (centres undefined)	?
CO[C@H]1[C@H](NC(=O)Cc2ccc(O)cc2)c2ccccc2C12CCNCC2	-12%
CCn1cc(-c2ccc(C)cc2)cc1C(=O)NC1CC1	-24%
CCOc1ccc(S(=O)(=O)NCCO)c2ccccc12	-23%
CC(C)c1noc(CCCC(=O)Nc2ccccc2OC2CCCC2)n1	9%
COc1cc(NC(=O)Cn2ncc3c(=O)oc4ccccc4c32)cc(OC)c1OC	17%
O=C(Cn1ccc([N+](=O)[O-])n1)NCc1ccccc1	19%
Cc1cccc(OCCc2noc(C3CN(C(=O)c4cnccc4C)C3)n2)c1	15%
Cc1ccc(NC(=O)Cn2c(=O)n(-c3ccccc3)c(=O)c3c2cc(C)n3C)cc1	-6%
CCOc1ccc2nc(SCCNCCO)sc2c1	9%
COC(=O)c1c(NC(=O)COc2ccccc2Cl)sc2c1CCC(C(C)(C)C)C2 (centres undefined)	?
CCOc1ccc(NC(=O)Cn2c(=O)n(CCCC(=O)NCc3ccc4c(c3)OCO4)c(=O)c3ccccc32)cc1	-20%
COc1ccc(C(=O)c2coc3c2C(=O)C(=O)c2ccccc2-3)cc1	?
CCCOc1ccc(C(=O)NCCC(=O)NCCCC(=O)O)cc1	28%

Going on with the list.
molecule	KDM5B inh
CCN(CC)C(=O)Cc1nc(-c2cccs2)oc1C	?
CCn1c(=O)c2sccc2n2c(CCCC(=O)N3CCN(c4cccc(Cl)c4)CC3)nnc12	-21%
CCCN1CCN(CCCNC(=O)c2cc3c(=O)n(CC)c4ccccc4c3s2)CC1	?
CCOc1ccc2c(n1)CCN(C(=O)NC1CCCCC1)C2	-18%
Cc1cc(C(F)(F)F)nn1CC(=O)NCC1Cn2cccc2C(=O)N1CC(C)C (centres undefined)	16%
O=C1CC(Cc2ccccn2)CN1c1ccccc1 (centres undefined)	-1%
COc1cc(CN(C(=O)COc2ccc(C)cc2)c2ccccn2)cc(OC)c1OC	-19%
COc1ccc2[nH]c3c(c2c1)CCNC31CCN(C(=O)c2cnn(C)c2)CC1	?
CN(C)S(=O)(=O)c1ccc2c(c1)N(CC(=O)NCc1ccc(F)cc1)C(=O)CS2	1%
COCC1CN(C2CCC2)CC12CCN(C(=O)c1ccc(OC)nc1)CC2 (centres undefined)	?
CC(NC(=O)c1nccnc1N)c1cccs1 (centres undefined)	?
Nc1cc(=O)[nH]c(SCc2c(Cl)cccc2Cl)n1	11%
COc1cc(C2SCCS2)ccc1OC(=O)c1ccc2ncsc2c1	?
COc1cccc(NC(=O)CCSc2nnc3scc(-c4ccccc4)n23)c1	-10%
CCS(=O)(=O)c1ccccc1C(=O)N1CCN(c2nc3ccccc3s2)CC1	-7%
COc1ccccc1-c1nc(C(=O)NCc2cccnc2)n2ccccc12	89µM*
CC(Sc1nc2cc(S(=O)(=O)N3CCCCC3)ccc2o1)C(=O)Nc1ccccc1 (centres undefined)	1%
CCOc1ccc(-n2c([S-])c(C(=O)Nc3ccc(S(=O)(=O)N4CCOCC4)cc3)[n+]3cc(C(N)=O)ccc23)cc1	27%
O=S1(=O)CCN(Cc2ccccc2)c2c(F)nc(N3CCOCC3)c(F)c21	?
CC1=C(C(=O)Nc2ccccc2)C(c2ccccc2Cl)n2ncc(C(=O)Nc3cccc(C)c3)c2N1 (centres undefined)	?
CCc1ccc(N2C(=O)CS(=O)(=O)C23C(=O)N(Cc2ccccc2F)c2ccccc23)cc1 (centres undefined)	-2%
Cc1ccc(CNC(=O)c2c(O)nc3ccccn3c2=O)cc1	?
COc1ccc(OC2CCN(C(C)=O)CC2)c(C(=O)N2CCCCC2CCO)c1 (centres undefined)	-10%
CCCNC(=O)C1CCC(Cn2c(=O)c3sccc3n(CC(=O)N(CC)CC)c2=O)CC1 (centres undefined)	14%
CN(C(=O)CSc1nnc(-c2ccccc2F)o1)C1(c2ccccc2Cl)CCCCC1=O (centres undefined)	?
CCc1cccc(NS(=O)(=O)c2cccc3cccnc23)c1	40%[activator]
CC(=O)Nc1ccc(S(=O)(=O)NCc2nc(-c3ccccc3)no2)cc1	-4%
CC(C)(C)NC(=O)NC(=O)Cn1c(=O)c2c(ncn2Cc2ccccc2)n(Cc2ccccc2)c1=O	4%
CCOC(=O)c1cc2c(=O)n3ccccc3nc2n(CC2CCCO2)c1=NC(=O)c1ccc(C)cc1 (centres undefined)	?
COC(=O)c1cn(CC(=O)Nc2cccc(C(C)=O)c2)c2ccccc12	-13%

Copied from the listing for reference:
molecule	KDM5B inh
CCS(=O)(=O)c1ccccc1C(=O)N1CCN(c2nc3ccccc3s2)CC1	-7%
COc1ccccc1-c1nc(C(=O)NCc2cccnc2)n2ccccc12	89µM*
CC(Sc1nc2cc(S(=O)(=O)N3CCCCC3)ccc2o1)C(=O)Nc1ccccc1 (centres undefined)	1%
CCOc1ccc(-n2c([S-])c(C(=O)Nc3ccc(S(=O)(=O)N4CCOCC4)cc3)[n+]3cc(C(N)=O)ccc23)cc1	27%
O=S1(=O)CCN(Cc2ccccc2)c2c(F)nc(N3CCOCC3)c(F)c21	?
CC1=C(C(=O)Nc2ccccc2)C(c2ccccc2Cl)n2ncc(C(=O)Nc3cccc(C)c3)c2N1 (centres undefined)	?
CCc1ccc(N2C(=O)CS(=O)(=O)C23C(=O)N(Cc2ccccc2F)c2ccccc23)cc1 (centres undefined)	-2%
Cc1ccc(CNC(=O)c2c(O)nc3ccccn3c2=O)cc1	?
COc1ccc(OC2CCN(C(C)=O)CC2)c(C(=O)N2CCCCC2CCO)c1 (centres undefined)	-10%
CCCNC(=O)C1CCC(Cn2c(=O)c3sccc3n(CC(=O)N(CC)CC)c2=O)CC1 (centres undefined)	14%
CN(C(=O)CSc1nnc(-c2ccccc2F)o1)C1(c2ccccc2Cl)CCCCC1=O (centres undefined)	?
CCc1cccc(NS(=O)(=O)c2cccc3cccnc23)c1	40%[activator]
CC(=O)Nc1ccc(S(=O)(=O)NCc2nc(-c3ccccc3)no2)cc1	-4%
CC(C)(C)NC(=O)NC(=O)Cn1c(=O)c2c(ncn2Cc2ccccc2)n(Cc2ccccc2)c1=O	4%
CCOC(=O)c1cc2c(=O)n3ccccc3nc2n(CC2CCCO2)c1=NC(=O)c1ccc(C)cc1 (centres undefined)	?
COC(=O)c1cn(CC(=O)Nc2cccc(C(C)=O)c2)c2ccccc12	-13%

Next part
molecule	KDM5B inh
Cc1ccc(C2Cn3nnc(C(=O)N4CCC(C(=O)Nc5ccc(F)c(C)c5)CC4)c3CO2)cc1 (centres undefined)	-10%
CCOC(=O)c1cc2cccc(C(C)C)c2[nH]1	?
CNC(=O)N1CCCC(c2nc(CCOCC3CCCC3)no2)C1 (centres undefined)	-16%
Cc1ccc(CNC(=O)CC23CC4CC(CC(C4)C2)C3)cc1	8%
CCOc1ccc(NC(=O)CN2C(=O)c3ccccc3Sc3ccc(C(=O)OC)cc32)cc1	16%
COc1ccccc1C(=O)NCCC(=O)N1CCN(S(=O)(=O)c2ccc(Cl)cc2)CC1	14%
Cc1ccc2nc(-c3ccc(O)cc3)c(C)c(C(=O)O)c2c1	-10%
CC1(COCC2CC2)COc2ccc(C(=O)Nc3cccnc3)cc2N1 (centres undefined)	?
N#Cc1cccc(NC(=S)NCc2ccccc2)c1	7%
CCN(CC)CC[C@H]1CN(C(=O)Cc2cccs2)CC[C@H]1CC(=O)O	16%[86.2 µM]
Clc1cccnc1SCc1cc(Cl)c2c(c1)OCCO2	6%
COc1ccccc1CNC(=O)C(=O)NCC(c1cccs1)S(=O)(=O)c1ccc(F)cc1 (centres undefined)	-14%

Screening data deposited in PubChem BioAssay by National Center for Advancing Translational Sciences (NCATS).
